MazF activator = activators of E. coli MazEF toxin-antitoxin RNase, primary screen, biochemical, fluorescence, uHTS. Endoribonuclease toxin MazF (Escherichia coli (strain K12)), P0AE70. FAM/BHQ RNA-DNA oligo cleavage fluorescence, 5 h. activation, % at 20 µM. 0.32% of 350,000 active; in the data active means activation above about 50%
Target sequence (P0AE70 whole entry, looked up): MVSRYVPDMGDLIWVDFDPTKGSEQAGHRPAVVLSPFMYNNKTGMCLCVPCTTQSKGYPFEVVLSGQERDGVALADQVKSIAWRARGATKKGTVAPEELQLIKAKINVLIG
CCHFV vOTU inh = CCHFV vOTU protease inhibitors, primary screen, biochemical, Pep-AMC substrate, fluorescence | 0.55% of 370,000 active | inhibition, % at 11.5 µM | AID 651958, 2012 | Crimean-Congo hemorrhagic fever virus L polyprotein viral ovarian tumor (vOTU) protease …; further: 0% = vehicle wells with enzyme and 100% = no enzyme wells
Mtb FBA inh = Mtb FBA enzyme inhibitors, primary screen, biochemical, fluorescence, strain H37Rv; purified M. tuberculosis FBA, fluorescence read-out; inhibition, % at 1 µM; 2.3% of 360,000 active; AID 588726, 2011; in the data active means inhibition above about 27%;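 further: 0% = vehicle and 100% = reference inhibitor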
Target sequence (P9WQA3 whole entry, looked up): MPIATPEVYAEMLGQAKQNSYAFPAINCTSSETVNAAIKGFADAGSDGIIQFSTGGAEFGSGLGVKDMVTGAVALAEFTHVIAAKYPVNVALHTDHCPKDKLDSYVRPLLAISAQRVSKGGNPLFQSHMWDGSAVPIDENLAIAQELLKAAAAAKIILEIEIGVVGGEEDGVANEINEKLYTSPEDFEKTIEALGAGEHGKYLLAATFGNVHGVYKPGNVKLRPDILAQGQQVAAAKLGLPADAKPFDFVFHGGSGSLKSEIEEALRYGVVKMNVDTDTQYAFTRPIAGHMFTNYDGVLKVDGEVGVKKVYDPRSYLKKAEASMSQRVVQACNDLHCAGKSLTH
UGM FP inh = M. tuberculosis UGM enzyme inhibitors, primary screen, biochemical, fluorescence polarization, single point; UDP-galactopyranose mutase (Mycobacterium tuberculosis (strain ATCC 25618 / H37Rv)), …; purified UGM, fluorescence polarization probe displacement; inhibition, % at 10 µM; 0.06% of 320,000 active; in the data active means inhibition above about 10%, passing the limit was not always enough
Target sequence (P9WIQ1 whole entry, looked up): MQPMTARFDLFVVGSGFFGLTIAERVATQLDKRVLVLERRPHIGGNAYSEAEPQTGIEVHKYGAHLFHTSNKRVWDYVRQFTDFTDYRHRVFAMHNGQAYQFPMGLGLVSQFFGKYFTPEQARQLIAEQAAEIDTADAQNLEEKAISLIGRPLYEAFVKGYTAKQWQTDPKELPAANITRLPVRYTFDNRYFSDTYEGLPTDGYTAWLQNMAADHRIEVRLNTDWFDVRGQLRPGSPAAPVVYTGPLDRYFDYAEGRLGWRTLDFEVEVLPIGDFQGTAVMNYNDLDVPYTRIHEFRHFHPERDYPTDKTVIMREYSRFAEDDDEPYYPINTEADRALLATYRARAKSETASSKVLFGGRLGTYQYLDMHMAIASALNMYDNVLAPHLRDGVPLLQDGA
BoNT F protease = BoNT/F light chain protease inhibitors, primary screen, biochemical, flow cytometry, MLPCN library; Botulinum neurotoxin type F light chain protease (Clostridium botulinum); Multiplex microsphere protease cleavage assay; inhibition, % at 10 µM; 0.22% of 360,000 active; AID 588497, 2011; in the data active means inhibition above about 35%, passing the limit was not always enough; further: plate controls were buffer without enzyme for full effect and enzyme alone for no effect
Rv3671c protease = Rv3671c serine protease inhibitors, primary screen, biochemical, fluorescence polarization, M. tuberculosis H37Rv | inhibition, % at 5.96 µM | 0.048% of 320,000 active; in the data active means inhibition above about 38%;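 further: extracellular domain of Rv3671c used as enzyme; 0% = enzyme with DMSO and 100% = no enzyme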
FadD28 FP inh = inhibitors of FadD28 bisubstrate probe binding, primary screen, biochemical, fluorescence polarization, single point. Mycobacterium tuberculosis FadD28 fatty-acid-AMP ligase. inhibition, % at 12.5 µM. 0.22% of 360,000 active. AID 588549, 2011; in the data active means inhibition above about 8.5%, passing the limit was not always enough
DUSP3 inh = VHR1 phosphatase inhibitors, primary screen, biochemical, absorbance, uHTS. inhibition, % at 13.3 µM. recombinant VHR phosphatase, pNPP absorbance. 0.52% of 290,000 active. AID 1654, 2009. Dual specificity protein phosphatase 3 (Homo sapiens), P51452; in the data active means inhibition above about 50%; further: some compounds called inactive have numbers as strong as hits
Target sequence (P51452 whole entry, looked up): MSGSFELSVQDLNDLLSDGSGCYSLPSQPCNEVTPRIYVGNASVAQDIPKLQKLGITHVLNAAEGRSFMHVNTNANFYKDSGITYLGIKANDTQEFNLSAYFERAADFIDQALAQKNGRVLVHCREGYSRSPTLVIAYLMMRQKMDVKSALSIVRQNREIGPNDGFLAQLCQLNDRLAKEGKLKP
GDH-TPI inh = GDH-TPI coupling enzyme inhibitors, primary screen, artefact control for M. tuberculosis FBA inhibitor project, biochemical, absorbance, full deck | GDH-TPI coupled enzyme counterscreen, NADH absorbance | inhibition, % at 4.8 µM | 1.2% of 360,000 active;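 further: 0% = DMSO wells and 100% = wells lacking the enzyme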
BioA inh = M. tuberculosis BioA enzyme inhibitors, primary screen, biochemical, plate reader, single point, HTS; purified M. tuberculosis BioA enzyme; 7,8-diaminopelargonic acid synthase BioA (Mycobacterium tuberculosis); 0.096% of 360,000 active; inhibition, % at 9.99 µM; in the data active means inhibition above about 40%
* = called active by the depositor; / = no result given; & = joins results of further samples. Unless noted, no stated cut-off is given here; in the data, active means inhibition above about 30%; inactive means the rest. This is a random part of the collection (roughly 4.9% active in at least one column).

nr | SMILES | MazF activator | CCHFV vOTU inh | Mtb FBA inh | UGM FP inh | BoNT F protease
1 | O=C(O)COn1c(-c2ccccc2)nc2ccc([N+](=O)[O-])cc21 | -56 | 22 | -1 | -1.5 | -2
2 | CCN1C(=O)/C(=C/C=C2/Sc3ccccc3N2CCO)SC1=S | -116 | 1 | -6 | 0.0 | -3
3 | COC1CCCN(Cc2c(C(=O)N3CCc4ccccc4C3)nc3ccc(Cl)cn23)C1 (configuration not stated) | 2 | 3 | 0 | 1.1 | -8
4 | COc1nc(OC)nc(N2CCC(C(=O)NCc3ccc(F)cc3)CC2)n1 | 6 | 13 | -1 | 0.9 | -1
5 | O=S(=O)(NC1=NCCC1)c1cccc(NC(=S)NCCc2ccccc2)c1 | -6 | 4 | 2 | 1.8 | 1
6 | Cc1cc(C)cc(NC(=O)c2cccc(N3C(=O)C4C5C=CC(C5)C4C3=O)c2)c1 (configuration not stated) | 3 | 23 | -3 | / | 0
7 | CC(=O)Nc1ccc(NC(=O)/C=C/c2cccc(C(F)(F)F)c2)cc1 | 6 | -1 | -1 | -4.1 | -4
8 | CCOc1ccc(N(C(=O)c2snc(C(N)=O)c2N)C(C)C(=O)NC2CCCCC2)cc1 (configuration not stated) | -71 | 6 | 1 | 2.4 | -1
9 | Cc1c(NC(=O)COC(=O)/C=C/c2ccccc2Br)c(=O)n(-c2ccccc2)n1C | -1 | -2 | 0 | 1.3 | 2
10 | Cc1ccc(S(=O)(=O)N2[C@@H](c3ccc(Cl)cc3)C(C(=O)O)=CC[C@H]2c2cccc(C)c2)cc1 | 4 | 2 | -2 | 0.8 | -5
11 | COC(=O)c1c(C(=O)OC)c(-c2ccc(OC)cc2)n2c1CCC2 | 8 | -8 | -2 | -1.2 | -9
12 | Cc1ccc(-n2c(SCC(=O)N(C)C)nnc2-c2ccco2)cc1 | 10 | 1 | 1 | -2.6 | 26

nr | Rv3671c protease | FadD28 FP inh | DUSP3 inh | GDH-TPI inh | BioA inh
1 | -10 | -4.5 | 17 | 14 | 4.7
2 | -85 | -4.9 | 5 | 15 | -2.5
3 | 1 | 2.9 | 28 | 7 | 1.3
4 | -9 | -0.5 | -4 | 5 | -1.9
5 | -3 | -2.0 | 4 | -5 | /
6 | / | -6.2 | 17 | 4 | 0.8
7 | 0 | 0.9 | -8 | 8 | /
8 | -17 | 1.2 | 21 | 7 | 0.5
9 | -6 | -4.7 | / | -6 | -0.8
10 | -1 | 0.2 | / | -11 | 3.1
11 | 2 | -0.7 | 20 | 4 | /
12 | -5 | -0.4 | 13 | 4 | 3.3

An excerpt of the results above:
nr | SMILES | MazF activator | CCHFV vOTU inh | Mtb FBA inh | UGM FP inh | BoNT F protease
1 | O=C(O)COn1c(-c2ccccc2)nc2ccc([N+](=O)[O-])cc21 | -56 | 22 | -1 | -1.5 | -2
2 | CCN1C(=O)/C(=C/C=C2/Sc3ccccc3N2CCO)SC1=S | -116 | 1 | -6 | 0.0 | -3
3 | COC1CCCN(Cc2c(C(=O)N3CCc4ccccc4C3)nc3ccc(Cl)cn23)C1 (configuration not stated) | 2 | 3 | 0 | 1.1 | -8
4 | COc1nc(OC)nc(N2CCC(C(=O)NCc3ccc(F)cc3)CC2)n1 | 6 | 13 | -1 | 0.9 | -1
5 | O=S(=O)(NC1=NCCC1)c1cccc(NC(=S)NCCc2ccccc2)c1 | -6 | 4 | 2 | 1.8 | 1
6 | Cc1cc(C)cc(NC(=O)c2cccc(N3C(=O)C4C5C=CC(C5)C4C3=O)c2)c1 (configuration not stated) | 3 | 23 | -3 | / | 0
7 | CC(=O)Nc1ccc(NC(=O)/C=C/c2cccc(C(F)(F)F)c2)cc1 | 6 | -1 | -1 | -4.1 | -4

nr | Rv3671c protease | FadD28 FP inh | DUSP3 inh | GDH-TPI inh | BioA inh
1 | -10 | -4.5 | 17 | 14 | 4.7
2 | -85 | -4.9 | 5 | 15 | -2.5
3 | 1 | 2.9 | 28 | 7 | 1.3
4 | -9 | -0.5 | -4 | 5 | -1.9
5 | -3 | -2.0 | 4 | -5 | /
6 | / | -6.2 | 17 | 4 | 0.8
7 | 0 | 0.9 | -8 | 8 | /

(listing goes on)
nr | SMILES | MazF activator | CCHFV vOTU inh | Mtb FBA inh | UGM FP inh | BoNT F protease
13 | COc1ccc(Sc2nnc(Cc3ccccc3)c3ccccc23)cc1 | 1 | -6 | 1 | -1.0 | -10
14 | COc1ccc(N(CC(=O)NCc2ccc(F)cc2)C(=O)c2snc(C(N)=O)c2N)cc1 | 8 | -4 | -7 | -0.3 | -10
15 | COCCn1c(C)cc(C(=O)CSc2nnc(C)s2)c1C | 3 | 27 | 2 | -1.3 | 6
16 | N#CCCN1CCN(CCC#N)c2ccccc21 | 10 | 15 | -2 | / | 0
17 | Nc1c(C=C2C=CC(=O)C=C2)c(=O)nc2sc(CC(=O)N3CCOCC3)nn12 | 2 | 11 | -1 | 2.3 | 4
18 | Cc1cc(C=O)c(C)n1-c1cc(C(=O)O)cc(C(=O)O)c1 | 6 | 8 | -2 | 1.5 | 9
19 | O=C(NCCCN1CCCCC1)c1ccc2c(c1)NC(=O)C(N1CCCCC1)S2 (configuration not stated) | 6 | 2 | -1 | -0.1 | -7
20 | O=C(COC(=O)Cc1ccc(Cl)cc1)Nc1c(F)cccc1F | 0 | -11 | 2 | 0.6 | -4
21 | CC(C)N(CC(O)COc1ccc(CC(N)=O)cc1)CC(O)COc1ccc(CC(N)=O)cc1 (configuration not stated) | -4 | -10 | -1 | 2.4 | 3
22 | Cc1noc(C)c1COc1ccccc1C(=O)NCCc1ccc(S(N)(=O)=O)cc1 | -2 | -1 | 3 | 3.1 | -9
23 | CC1CCN(CC[C@H]2CCCN2S(=O)(=O)c2cccc(O)c2)CC1 | -5 | 2 | -2 | -2.0 | 6
24 | COc1cccc(CN(C)C(=O)[C@@H](NC(=O)c2ccc(C)cc2)C(C)C)c1 | -6 | -15 | -1 | 3.3 | -4

nr | Rv3671c protease | FadD28 FP inh | DUSP3 inh | GDH-TPI inh | BioA inh
13 | 4 | -0.8 | 21 | 12 | -1.8
14 | -2 | -3.5 | 27 | -7 | 1.2
15 | 3 | -2.1 | -7 | 12 | 1.3
16 | / | -3.0 | / | -3 | 2.1
17 | 6 | -13 | 6 | 9 | /
18 | -10 | -1.4 | 6 | 6 | /
19 | 5 | -0.3 | 5 | 11 | /
20 | -9 | -1.6 | 12 | -3 | 0.7
21 | 5 | / | 2 | 14 | 0.1
22 | -12 | -3.1 | 10 | -9 | 2.0
23 | -4 | -2.5 | / | 6 | -0.5
24 | 1 | -3.2 | 3 | 10 | -0.5

(listing goes on)
nr | SMILES | MazF activator | CCHFV vOTU inh | Mtb FBA inh | UGM FP inh | BoNT F protease
25 | COc1ccc(OC)c(S(=O)(=O)n2nc(C)cc2C)c1 | 5 | -3 | 5 | -0.7 | -22
26 | C/C(=N\Nc1nc2ccccc2[nH]1)c1ccc(C)o1 | -2 | -7 | 6 | 0.3 | -15
27 | CNS(=O)(=O)c1ccc(NCC2COc3ccccc3O2)c([N+](=O)[O-])c1 (configuration not stated) | 4 | -15 | -7 | -1.2 | 4
28 | Cc1ccc(S(=O)(=O)N[C@@H](Cc2ccccc2)C(=O)N2CCC(C(=O)N[C@H](C(=O)O)C(C)O)CC2)cc1 (some centres not stated) | -11 | -8 | 10 | -4.3 | 11
29 | COc1ccc(OC)c(S(=O)(=O)Nc2ccc3c(c2)OCCO3)c1 | -1 | -12 | -1 | / | -8
30 | C=CCn1c(COc2ccc(F)cc2)nnc1SC(C)C(=O)NCC1CCCO1 (configuration not stated) | -1 | 4 | -1 | 0.0 | -3
31 | O=C(CSc1nnc(CNC(=O)c2c(F)cccc2Cl)o1)NCc1ccc2c(c1)OCO2 | 1 | 1 | -14 | 2.8 | 2
32 | CC[C@H]1C(c2ccc(F)cc2)=NN(c2ccccc2)[C@@H]1CO | -5 | -29 | 30* | / | 0
33 | CC(C)Cc1nnc(NC(=O)c2cc(-c3ccncc3)nc3ccccc23)s1 | -5 | 24 | -1 | -0.4 | -29
34 | O=C(Oc1c(Cl)cc(Cl)c2ccccc12)N1CCCCC1 | -2 | -22 | 5 | -0.6 | -4
35 | O=C(CSCc1cnn(-c2ccccc2)c1-n1cccc1)NCC1CCCO1 (configuration not stated) | -1 | 12 | -2 | -1.1 | -6
36 | Cc1ccc(CC(=O)Nc2nncs2)cc1 | -13 | 11 | 3 | -3.1 | -23

nr | Rv3671c protease | FadD28 FP inh | DUSP3 inh | GDH-TPI inh | BioA inh
25 | 1 | -2.7 | 21 | -4 | 0.7
26 | 12 | 2.6 | 18 | 21 | /
27 | -21 | -4.1 | -7 | 3 | 2.2
28 | -3 | -3.6 | 10 | 3 | 0.0
29 | / | -1.0 | / | -1 | -0.4
30 | -2 | -1.4 | / | 3 | 0.7
31 | 0 | -3.8 | 7 | -4 | 2.2
32 | / | -0.4 | / | 14 | 1.8
33 | 3 | -0.6 | -11 | 6 | -0.3
34 | -6 | -2.6 | 20 | 9 | 0.5
35 | 1 | -4.3 | 23 | -3 | 1.1
36 | 0 | 0.1 | 22 | -3 | -0.2

Other records.
nr | SMILES | MazF activator | CCHFV vOTU inh | Mtb FBA inh | UGM FP inh | BoNT F protease
37 | Cc1ccc(Nc2nc3c(c(=O)[nH]c(=O)n3C)n2Cc2ccc(F)cc2)cc1 | 13 | 9 | 4 | -1.0 | 0
38 | COc1ccc(C(=O)Nc2ccc(N3CCOCC3)cc2)cc1S(=O)(=O)NC1CCCC1 | 2 | 18 | 0 | 2.2 | -5
39 | O=S(=O)(c1ccc(SCCOc2ccc(Br)cc2)nc1)N1CCCC1 | -1 | 2 | 3 | / | 11
40 | C[C@@H]1CN([C@H](C)CO)C(=O)CCCn2nncc2CO[C@H]1CN(C)Cc1ccc2c(c1)OCO2 | 5 | -1 | -3 | / | -2
41 | Cc1nc2[nH]c(=O)c3c(n2n1)NC1=C(C(=O)CC(C)(C)C1)C3c1ccccc1 (configuration not stated) | -8 | -51 | 21 | 1.2 | -3
42 | Cn1c(SCC(=O)c2c(N)n(C)c(=O)n(C)c2=O)nnc1-c1ccc(F)cc1 | 4 | 8 | 1 | -2.1 | -3
43 | CC[C@]12c3[nH]c4cc(CCC(=O)N(C)C)ccc4c3CCN1C(=O)[C@@H](CC(=O)NCc1ccco1)C[C@@H]2C(=O)N1CCN(C(=O)c2ccco2)CC1 | 19 | -5 | 1 | / | -4
44 | COc1cc(OC)cc(C(=O)NNc2nc3cc4c(cc3s2)OCO4)c1 | -3 | 0 | 0 | -0.7 | -2
45 | Cc1nc(CNS(=O)(=O)c2cc(F)ccc2F)cs1 | -6 | 2 | 3 | -2.5 | 4
46 | CCOC(=O)CC(=O)CSc1nnc2c(n1)[nH]c1ccccc12 | 5 | -7 | -7 | -0.8 | 31

nr | Rv3671c protease | FadD28 FP inh | DUSP3 inh | GDH-TPI inh | BioA inh
37 | 4 | -2.4 | 36 | -3 | -2.4
38 | -5 | 2.3 | 7 | 5 | /
39 | -11 | -1.9 | / | -4 | -1.6
40 | / | -2.4 | / | 4 | 1.7&0.3
41 | -6 | -4.2 | -7 | 7 | -1.9
42 | 0 | -3.1 | 3 | 3 | /
43 | / | -0.9 | / | 3 | -1.8
44 | 16 | 0.2 | -4 | 10 | 8.9
45 | 6 | -0.9 | 18 | -6 | 0.3
46 | -4 | -1.3 | 14 | 16 | /

High-throughput results: PubChem BioAssay, several laboratories
